# Source: PubChem BioAssay
# GPR151 ag = activators of human GPR151, primary screen, cell-based, PathHunter beta-arrestin, luminescence | AID 1508602, 2020 | activation, % at 11.2 µM | PathHunter beta-arrestin GPR151 cells | G-protein coupled receptor 151 (Homo sapiens), Q8TDV0 | 1% of 650,000 active; in the data active means activation above about 4.9%;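 further: 0% = median of compound wells and 100% = cells with positive control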
# Target sequence (Q8TDV0 whole entry, looked up): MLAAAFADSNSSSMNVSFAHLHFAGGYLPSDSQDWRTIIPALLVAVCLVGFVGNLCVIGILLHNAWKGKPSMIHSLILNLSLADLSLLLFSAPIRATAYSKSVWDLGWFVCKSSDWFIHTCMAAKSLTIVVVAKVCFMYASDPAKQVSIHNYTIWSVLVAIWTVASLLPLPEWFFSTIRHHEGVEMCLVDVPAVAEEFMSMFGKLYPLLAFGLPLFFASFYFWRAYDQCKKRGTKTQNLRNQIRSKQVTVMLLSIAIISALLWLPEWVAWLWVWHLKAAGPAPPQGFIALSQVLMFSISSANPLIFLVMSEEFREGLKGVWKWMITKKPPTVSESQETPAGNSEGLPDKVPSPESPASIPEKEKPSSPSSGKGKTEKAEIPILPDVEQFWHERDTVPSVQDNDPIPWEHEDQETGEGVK
# TEAD-YAP block = TEAD-YAP interaction inhibition, primary screen, TEAD-YAP interaction inhibitor project, luminescence, HEK-TIYL cells; TEAD-Gal4/YAP UAS-luciferase luminescence; inhibition, % at 9.12 µM; 1.4% of 640,000 active; AID 1259422, 2018; in the data active means inhibition above about 32%;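 further: 0% = median of test compound wells and 100% = reference inhibitor wells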
# MITF inh = MITF inhibitors, primary screen, biochemical, AlphaScreen, human; Microphthalmia-associated transcription factor (Homo sapiens), O75030; 0.91% of 650,000 active; AlphaScreen MITF homodimerization, bead proximity signal; inhibition, % at 2.6 µM; in the data active means inhibition above about 50%;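 further: 0% = vehicle wells with protein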
# Target sequence (O75030 whole entry, looked up): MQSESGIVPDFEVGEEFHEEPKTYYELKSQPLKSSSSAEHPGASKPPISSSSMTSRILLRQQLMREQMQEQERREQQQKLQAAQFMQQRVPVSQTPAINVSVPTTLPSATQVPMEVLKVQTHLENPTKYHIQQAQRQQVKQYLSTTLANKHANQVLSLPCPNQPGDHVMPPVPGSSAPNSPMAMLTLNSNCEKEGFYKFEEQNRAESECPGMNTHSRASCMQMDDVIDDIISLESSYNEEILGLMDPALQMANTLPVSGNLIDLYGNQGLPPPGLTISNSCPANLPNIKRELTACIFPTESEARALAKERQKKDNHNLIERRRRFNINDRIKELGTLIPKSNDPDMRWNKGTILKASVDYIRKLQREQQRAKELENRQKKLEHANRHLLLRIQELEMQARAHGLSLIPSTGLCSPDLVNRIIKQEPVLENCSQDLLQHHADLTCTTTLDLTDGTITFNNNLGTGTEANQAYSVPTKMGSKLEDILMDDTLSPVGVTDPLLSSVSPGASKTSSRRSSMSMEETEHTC
# FBW7 act = FBW7 E3 ligase activators, primary screen, biochemical, AlphaScreen, human; AlphaScreen FBW7–phospho-cyclin E peptide binding, activator screen; normalized activity (activation), % at 26.1 µM; 0.13% of 650,000 active; AID 1259310, 2017; in the data active means normalized activity above about 1.9%;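 further: purified mutant Fbw7 with reduced substrate affinity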
# Active calls of the source: *; . = no result given; & = joins results of further samples.
no.	SMILES	GPR151 ag	TEAD-YAP block
1	FC(F)(F)c1cccc(CNc2nc(Cl)nc3c2ncn3C2CCCCC2)c1	0.7	1
2	N#Cc1cccc(CC(=O)Nc2cnn(-c3cccc(C(=O)Nc4ccc(N5CCOCC5)cc4)c3)c2)c1	1.7	1
3	Cc1ccc(NC(=O)CNCC(C)(C)N2CCOCC2)c(Cl)c1	0.0	-2
4	O=C(c1ccc(S(=O)(=O)c2ccc(Br)cc2)c([N+](=O)[O-])c1)N1CCCCC1	-1.3	37*
5	Nc1nc2c(c(=O)[nH]1)N(C=O)C(CNc1ccc(C(=O)N[C@@H](CCC(=O)O)C(=O)O)cc1)CN2 (stereo not given in full)	2.5&-2.9	-4
6	CC(C)C(=O)N1CCN(c2ccc(NC(=O)c3ncn[nH]3)cc2)CC1	-4.4	-2
7	CCOc1ccccc1NC(=O)c1c(-c2ccccc2Cl)noc1C	-1.5	-8
8	Fc1ccc2nc(-c3ccccc3)c(-c3ccccc3)nc2c1	-2.1	-6

no.	MITF inh	FBW7 act
1	10	0.2
2	-11	0.0
3	-1	-0.1
4	9	0.3
5	-2&19	0.6&-0.1
6	4	-0.6
7	2	-0.1
8	7	0.2

# The results go on:
no.	SMILES	GPR151 ag	TEAD-YAP block
9	Nc1c(C(=O)N2CCCC2)nnn1-c1ccccc1	-0.8	-49
10	Cc1ccc(C(=O)Nc2cc(C#N)c3[nH]c4ccccc4n3c2=O)cc1	2.1	6
11	CCn1c(SCC(N)=O)nnc1-c1ccc2[nH]c(C)c(C)c2c1	0.6	-8
12	Cc1c(C(=O)N2CCN(c3cccc(Cl)c3)CC2)sc2ncnc(N3CCCCC3C)c12 (stereo not given)	-1.0	-13
13	CC1Sc2cc(S(=O)(=O)CCC(=O)Nc3ccccc3Cl)ccc2NC1=O (stereo not given)	1.4	7
14	COC(=O)c1ccc(C(=O)OC)c(NC(=O)CSc2nc(C)nc3sc4c(c23)CCCC4)c1	-0.9	-14
15	CN(CCCN1CCOCC1)C(=O)c1cc(COc2c(F)cccc2F)on1	-0.9	0
16	COCCNC(=O)CN1C(=O)/C(=C\c2ccc(C(F)(F)F)cc2)Sc2ccccc21	0.9	3

no.	MITF inh	FBW7 act
9	0	-0.1
10	0	0.0
11	9	0.0
12	10	-0.3
13	6	0.1
14	2	0.1
15	3	0.1
16	-10	-0.4

# (next part)
no.	SMILES	GPR151 ag	TEAD-YAP block
17	COc1ccc(C(=O)/C=C/c2ccc(OC)c([N+](=O)[O-])c2)cc1OC	1.2	-3
18	COc1ccccc1Cn1c(=S)[nH]c2cc(C(=O)NC3CCCCCC3)ccc2c1=O	-0.5	-6
19	O=C(CCCNc1ccc(Cl)cc1)N/N=C/c1cccc(O)c1	-0.6	7
20	CC(C)C(NS(=O)(=O)c1cccc2nsnc12)C(=O)NC1CCCC1 (stereo not given)	3.5	-4
21	Cc1cc(NS(=O)(=O)c2ccccc2)ccc1NS(=O)(=O)c1ccccc1	-1.4	-3
22	CCCSCCCNC(=O)Cn1ncc2c3ccccc3n(C)c2c1=O	1.6	-9
23	c1cnc2ccc(Nc3nc(NCCN4CCOCC4)c4ncn(-c5ccsc5)c4n3)cc2c1	0.3	48*
24	CCOC(=O)C(=CNc1ccc(OCC)cc1)C(=O)OCC	0.0	9

no.	MITF inh	FBW7 act
17	5	-0.2
18	-3	-0.1
19	-22	0.0
20	2	-0.1
21	-15	0.2
22	-18	0.2
23	4	-0.1
24	-15	0.0

# Further compounds:
no.	SMILES	GPR151 ag	TEAD-YAP block
25	Cc1ccc(Cn2cnc3sc4c(c3c2=O)CCC(NCC(C)(C)CO)C4)cc1 (stereo not given)	1.4	5
26	CCOC(=O)C1=C(C)OC(N)=C(C#N)C1c1ccc(OC)c(C)c1 (stereo not given)	3.7	6
27	O=S(=O)(Nc1ccc2c(c1)CCC2)c1cccc(C(F)(F)F)c1	-1.2	-1
28	O=C(O)/C(=C\c1ccco1)NC(=O)c1cccc([N+](=O)[O-])c1	0.0	-2
29	Cc1ccc(OCC(=O)N/N=C/c2cccnc2)cc1C	2.8	7
30	O=C(O)CCC(=O)N1N=C(c2c(-c3ccccc3)c3cc(Br)ccc3[nH]c2=O)CC1c1ccccc1Cl (stereo not given)	1.0	-1
31	CCc1nnc(SCC(=O)Nc2ccccc2)nc1CC	-0.5	0
32	COC(=O)Cn1cc(C2C(C#N)=C(N)OC3=C2C(=O)CC(C)(C)C3)c2ccccc21 (stereo not given)	0.2	-9

no.	MITF inh	FBW7 act
25	5	-0.2
26	-6	0.6
27	11	0.4
28	7	-0.8
29	9	0.3
30	13	0.0
31	7	0.2
32	21	0.7

# The results go on:
no.	SMILES	GPR151 ag	TEAD-YAP block
33	CCCCCC(=O)/C=C/C=O	0.5	.
34	C=CCN=Cc1c(CCC)[nH]n(-c2ccc([N+](=O)[O-])cc2)c1=O	-6.3	9
35	CCC(=O)c1ccc2c(c1)N(CCCN(C)C)c1ccccc1S2	-1.1	3
36	COc1ccc(NC(=O)C2=C(C)NC(=O)NC2c2ccc(OC)c(OC)c2)c(OC)c1 (stereo not given)	0.1	2
37	Nc1ccc2nc(SCC(=O)Nc3cccc(Cl)c3)sc2c1	0.8	-21
38	Cc1cccc(NC(=S)NC(=O)c2cccc([N+](=O)[O-])c2C)n1	0.2	-3
39	O=C1CCc2cc(S(=O)(=O)Nc3cc(Cl)cc(Cl)c3)cc3c2N1CCC3	1.3	-2
40	Cn1c(C(=O)N(Cc2ccccc2)Cc2ccccc2)cc2c(=O)n3ccccc3nc21	0.6	-36

no.	MITF inh	FBW7 act
33	-3	.
34	9	0.0
35	7	0.1
36	16	0.0
37	-21	0.1
38	-13	-0.5
39	2	-0.1
40	-5	0.4

# The list continues:
no.	SMILES	GPR151 ag	TEAD-YAP block
41	COC(=O)c1nnn(CC(=O)Nc2cccc(Cl)c2C)c1C(=O)OC	0.5	19
42	CCCSc1nnc(NC(=O)C(C)(C)C)s1	0.7	-43
43	COC(=O)C1=C(C)N(Cc2ccccc2)C(=O)/C1=C\c1cccc(Cl)c1	3.2	9
44	CC(=O)c1cccc(NC(=O)c2ccc(N(Cc3ccccc3)S(C)(=O)=O)cc2)c1	-0.1	-3
45	COC(=O)c1cc(C(=O)NCCc2ccccc2)cc([N+](=O)[O-])c1	0.1	-21
46	Cc1ccc2c(c1)NC(=O)C(CC(=O)NCCN(C)C1CCCCC1)O2 (stereo not given)	4.6	-13
47	Cc1nn(C)c(C)c1/C=C(\CC(=O)O)c1nc2ccccc2s1	3.5	9
48	Cc1ccc(N2CCCS2(=O)=O)cc1NC(=O)NCCc1ccccc1	2.5	5

no.	MITF inh	FBW7 act
41	0	0.0
42	14	0.0
43	-5	0.1
44	1	-0.1
45	8	-0.1
46	-4	0.0
47	4	0.0
48	13	-0.1

# More entries follow:
no.	SMILES	GPR151 ag	TEAD-YAP block
49	NC(=O)NC(=O)COC(=O)c1ccc(S(=O)(=O)N2CCCCCC2)cc1	3.1	-3
50	O=C(Nc1ccc2c(c1)C(=O)NC2=O)c1ccc(-c2ccccc2)cc1	1.6	11
51	CCOc1ccc(S(=O)(=O)N2CCN(CCC(=O)c3cccc(OC)c3)CC2)cc1	0.3	4
52	COc1ccc(NC(=O)c2cc(-c3ccccc3Cl)nc3ccccc23)c(OC)c1	-0.6	0
53	Cc1nn(Cc2ccccc2Cl)c(Cl)c1/C=C/C(=O)OCC(=O)NC(N)=O	0.8	1
54	O=C(c1ccccc1)N1CC(COc2ccccc2)OC(c2cccnc2)O1 (stereo not given)	-0.7	-1
55	O=C(COc1ccc(F)cc1)NCCc1csc(-c2ccc(F)cc2)n1	0.3	8
56	CCOc1ccccc1C1C2=C(CCCC2=O)Nc2ncnn21 (stereo not given)	0.0	-1

no.	MITF inh	FBW7 act
49	-5	-0.1
50	-2	-0.1
51	-4	0.2
52	1	0.0
53	-7	0.1
54	-11	-0.1
55	7	0.2
56	0	0.0

# The listing continues:
no.	SMILES	GPR151 ag	TEAD-YAP block
57	COc1ccc(NC(=O)/C(C)=C/c2ccccc2)c(OC)c1	0.4	-43
58	O=C(OCCN=C1NS(=O)(=O)c2ccccc21)c1ccc(F)cc1	0.1	-12
59	CCOc1ccc(CC(=O)N(c2ccc(OC)cc2)C2C=CS(=O)(=O)C2)cc1 (stereo not given)	0.0	8
60	Nc1nc(CN2CCN(Cc3ccccc3)CC2)nc(Nc2ccccc2)n1	0.3	3
61	CC(C)C1(c2ccccc2)C(=O)Nc2ccccc21 (stereo not given)	-0.2	-1
62	FC(F)(F)c1nc2ccccc2n1CCOc1ccc(Cl)cc1	0.8	-8
63	O=C(Nc1cccc(Cl)c1N1CCCCC1)c1ccc([N+](=O)[O-])o1	-0.3	-4
64	O=C(COc1ccc2ccccc2c1)Nc1ccc2c(c1)C(=O)NC2=O	1.0	1

no.	MITF inh	FBW7 act
57	7	-0.1
58	-1	0.1
59	1	0.1
60	-2	-0.2
61	14	0.0
62	12	0.2
63	21	-0.1
64	6	-0.1

# Looked up above.
# GPR151 ag with Nc1nc(CN2CCN(Cc3ccccc3)CC2)nc(Nc2ccccc2)n1 : 0.3
# MITF inh with COc1ccc(NC(=O)/C(C)=C/c2ccccc2)c(OC)c1 : 7
# TEAD-YAP block with CCOc1ccc(CC(=O)N(c2ccc(OC)cc2)C2C=CS(=O)(=O)C2)cc1 (stereo not given) : 8
# TEAD-YAP block with FC(F)(F)c1nc2ccccc2n1CCOc1ccc(Cl)cc1 : -8

# Three structures from above, ordered by molar mass, falling.
no.	SMILES	GPR151 ag	TEAD-YAP block
58	O=C(OCCN=C1NS(=O)(=O)c2ccccc21)c1ccc(F)cc1	0.1	-12
62	FC(F)(F)c1nc2ccccc2n1CCOc1ccc(Cl)cc1	0.8	-8
57	COc1ccc(NC(=O)/C(C)=C/c2ccccc2)c(OC)c1	0.4	-43

no.	MITF inh	FBW7 act
58	-1	0.1
62	12	0.2
57	7	-0.1

# Remaining list, next part.
no.	SMILES	GPR151 ag	TEAD-YAP block
65	Cc1cc(C)c(NC(=O)c2c(-c3c(Cl)cccc3Cl)noc2C)c(C)c1	0.4	9
66	CC(C)(C)c1ccc(NC(=O)CSc2nnc(N)s2)cc1	0.6	-39
67	Cc1[nH]nc(Nc2ccccc2)c1[N+](=O)[O-]	1.9	-9
68	COC(=O)c1ccc(Nc2c(-c3ccc(Cl)cc3)c(=O)c2=O)cc1	0.1	-5
69	CNC(=O)CN(c1ccc(Oc2ccccc2)cc1)S(=O)(=O)c1ccc(C)cc1	0.7	4
70	COc1cccc2c1OCC(NCCc1c[nH]c3ccccc13)C2 (stereo not given)	-0.2	1
71	CCOC(=O)C1=C(O)/C(=C/c2cccnc2)SC1=Nc1cccc2ccccc12	0.0	3
72	N#Cc1cccc(CN2CCN(c3ccc4cccc(-c5ccncc5)c4n3)CC2)c1	0.5	19

no.	MITF inh	FBW7 act
65	-1	-0.1
66	-14	0.0
67	9	0.0
68	-1	0.1
69	9	0.0
70	-1	-0.2
71	-17	0.0
72	-6	0.1

# Going on with the list:
no.	SMILES	GPR151 ag	TEAD-YAP block
73	c1ccc(CN2CN=C(Nc3nc4ccccc4o3)NC2)cc1	-1.3	4
74	CCN(CC)CCCNC(=O)Cc1ccccc1OC	1.6	-1
75	O=C(NCCc1csc2nc(-c3ccc(F)cc3)nn12)C(=O)Nc1cccc(Cl)c1	-0.8	1
76	CN1CCCC(Oc2ccnc(C(=O)Nc3ccc4[nH]ncc4c3)c2)C1 (stereo not given)	0.7	45*
77	O=C(Nc1cc(Cl)ccc1O)C1CC(=O)N(c2ccccc2)C1 (stereo not given)	1.0	6
78	COC(=O)CSc1nc2ccc(NC(=O)CSc3ccccn3)cc2s1	0.0	-1
79	O=C(NC1CCCC1)C(c1ccccc1)N1CCCCC1 (stereo not given)	0.0	9
80	CCCC1(C(=O)OC)NC(c2ccccc2OC)C2C(=O)N(C)C(=O)C21 (stereo not given)	-0.3	-6

no.	MITF inh	FBW7 act
73	8	0.5
74	1	0.2
75	-14	0.2
76	8	1.0
77	7	0.1
78	7	0.8
79	6	1.7
80	10	0.1

# (listing goes on)
no.	SMILES	GPR151 ag	TEAD-YAP block
81	CSCCC(NC(=O)C1CCC(C)CC1)C(=O)N1CCN(c2ccccc2F)CC1 (stereo not given)	-1.2	2
82	CC(C)N(CCNc1nc(-c2ccccc2)nc2c1ncn2C(C)C)C(C)C	-1.5	31
83	CCOC(=O)/C(C#N)=C/c1ccc(OC)cc1	-0.8	11
84	NC(=O)c1ccc(N=Cc2ccccc2[N+](=O)[O-])cc1	-1.0	1
85	CSc1cccc(CN[C@H]2C[C@H]3C(=O)N[C@H](Cc4ccccc4)C(=O)N3C2)c1	-0.4	-2
86	COCC(=O)Nc1nc(-c2ccc(F)cc2)cs1	1.0	-13
87	CCOC(=O)C1(CC2CCCCO2)CCN(C(=O)Nc2ccc(Cl)cc2)CC1 (stereo not given)	0.5	-2
88	C=CCSC1=NN2CCS(=O)(=O)N=C2S1	0.3	5

no.	MITF inh	FBW7 act
81	-3	0.1
82	-4	0.6
83	10	0.6
84	-2	-0.1
85	10	0.1
86	4	0.0
87	2	0.1
88	-7	-0.3

# Remaining list, next part.
no.	SMILES	GPR151 ag	TEAD-YAP block
89	CC(=O)N(C)c1nc(-c2cccc(N(C)C)c2)ccc1C(=O)NC1CCCCC1	0.8	0
90	COC(F)(C(=O)Nc1cc(C(=O)O)cc([N+](=O)[O-])c1)C(F)(F)F (stereo not given)	-0.3	-1
91	Cc1cc(NCc2cccc(C(F)(F)F)c2)nc(-c2cccs2)n1	0.9	2
92	Brc1cc2c(cc1Br)OCCOCCOCCOCCO2	0.0	-6

no.	MITF inh	FBW7 act
89	2	1.9*
90	1	0.1
91	5	0.1
92	9	0.0
